Bioassay records: PubChem, National Center for Advancing Translational Sciences (NCATS)
TDP-43 yeast inh = inhibitors of TDP-43 toxicity in yeast | Potency, µM (series often up to 46.1 µM), without a hit: at the top dose growth rescue (activation), actives largely listed as activators | TDP-43 expressing yeast growth rescue, BacTiter-Glo, 24 h | actives 1.8% (n = 410,000) | AID 652104; also: % of control where 0% means no effect; nearly all actives have a fitted effect of over 50% in size
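Cell-based yeast growth screen: TDP-43 expression induced in galactose, inoculum OD600=0.02 after raffinose pregrowth to mid-log. Read-out BacTiter-Glo luminescence at 24 hr, 30 deg C; inhibition of toxicity seen as signal increase.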
KB-V1 cytotox = KB-V1 MDR subline cytotoxicity; KB-V1 MDR cells viability, CellTiter-Glo, 72 h; Potency, µM (doses to about 46.1 µM), inactives show at the highest dose activity change, negative = cytotoxicity, actives largely listed as cytotoxic; actives 3.4% (n = 400,000); AID 1347076; also: % is scaled to controls: 0 for no effect and ±100 for the full control effect; nearly all actives have a fitted effect of over 60% in size
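qHTS viability screen in drug-selected KB-V1 MDR cells: 72 h compound treatment at 37 degrees C, ATP luminescence end point.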
HT1080 IDH1KD tx = kills HT-1080 cells with IDH1 knockdown. actives 2% (n = 360,000). HT-1080 IDH1 knockdown viability, ATP luminescence, 48 h. AID 686971. Potency, µM (series often up to 46.1 µM), for inactives: top-dose activity, negative = toxicity, hits mostly cytotoxic;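 also: 0% = DMSO wells and -100% = cell-free medium wells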
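Viability of IDH1-knockdown HT-1080 fibrosarcoma cells was assessed by CellTiter-Glo after 48 h at 37 °C with titrated compound; concentration-effect curves were classified by fit quality and response size.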
GLP1R ag = GLP-1 receptor (human) agonism; actives 0.007% (n = 380,000); Potency, µM (titrated, usually from 45.6 µM), without a hit: at the top dose activation, actives largely listed as activators; P43220; HEK293 GLP-1R CRE-luciferase, luminescence, 4-6 h; cells express a hypersensitive GLP-1R form; AID 624172; also: % of control where 0% means no effect
Target sequence (P43220 whole entry, looked up): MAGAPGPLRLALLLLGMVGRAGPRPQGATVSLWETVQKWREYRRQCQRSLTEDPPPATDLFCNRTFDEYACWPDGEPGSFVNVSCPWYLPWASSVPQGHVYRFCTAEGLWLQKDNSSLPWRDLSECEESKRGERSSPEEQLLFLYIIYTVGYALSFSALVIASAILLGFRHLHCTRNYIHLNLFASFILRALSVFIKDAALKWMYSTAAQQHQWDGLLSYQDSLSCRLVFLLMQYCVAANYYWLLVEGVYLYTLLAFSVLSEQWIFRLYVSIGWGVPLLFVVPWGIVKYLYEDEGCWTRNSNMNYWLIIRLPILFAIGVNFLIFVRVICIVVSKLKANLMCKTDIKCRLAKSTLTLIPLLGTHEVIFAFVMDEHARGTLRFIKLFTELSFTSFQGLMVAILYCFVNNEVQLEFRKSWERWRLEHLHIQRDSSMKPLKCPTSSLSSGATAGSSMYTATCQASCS
SW480 rerep = DNA re-replication induction in SW480 cells | SW480 DNA re-replication, Hoechst DNA content imaging, 48 h | Potency, µM (highest dose often 46.1 µM), without a hit: top-dose re-replication activation, actives largely listed as activators | actives 1.8% (n = 340,000); also: % of control where 0% means no effect; nearly all actives have a fitted effect of over 55% in size
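Hoechst fluorescence of nuclei (405 nm excitation, 500-530 nm emission) measured by plate-scanning imager after 48 hr compound exposure at 37 C; re-replication scored as increased number of nuclei with elevated intensity.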
GLP1R inv ag = inverse agonists of human GLP-1 receptor. P43220. HEK293 GLP-1R CRE-luciferase, luminescence, 24 h; GLP-1R form is constitutively active. Potency, µM (doses to about 38.3 µM), inactives show top-dose activity change, negative = inhibition, hits mostly inhibitors. actives 1.6% (n = 410,000). AID 624417; also: % is scaled to controls: 0 for no effect and ±100 for the full control effect; nearly all actives have a fitted effect of over 55% in size
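Seeding at 200 cells/uL, 12 h culture, 24 hr compound treatment, then luciferase reagent and a luminescence read; cells are HEK293 stably expressing a constitutively active GLP-1R plus cAMP-responsive luciferase.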
HT1080-NT tox = kills 2HG-producing HT-1080-NT fibrosarcoma cells. Potency, µM (series often up to 46.1 µM), inactives show at the highest dose activity, negative = less viability, most hits filed as cytotoxic. actives 1.6% (n = 360,000). HT-1080-NT fibrosarcoma viability, CellTiter-Glo ATP luminescence, 48 h;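 also: NT is the 2HG producing partner of a matched IDH1 knockdown line; 0% = DMSO-treated cells and -100% = media-only wells without cells; nearly all actives have a fitted effect of over 55% in size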
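HT-1080-NT; 750 cells/well; 5% FBS RPMI; 48 h compound, 37 degrees C; CellTiter-Glo luminescence; curve fitting and curve-class assignment.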
KB-3-1 tox = KB-3-1 parental cell cytotoxicity; actives 1.4% (n = 400,000); Potency, µM (highest dose often 46.1 µM), without a hit: top-dose activity change, negative = cytotoxic, most hits filed as cytotoxic; KB-3-1 viability, CellTiter-Glo ATP luminescence, 72 h; also: % is scaled to controls: 0 for no effect and ±100 for the full control effect; nearly all actives have a fitted effect of over 60% in size
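Luminescent ATP read-out (CellTiter-Glo) measures survival of drug-naive KB-3-1 cells after 72 h compound exposure at 37 °C. Titration series was screened from lowest to highest concentration, with DMSO vehicle plates as background controls.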
HEK293 tox = cytotoxic in the GLP-1 receptor inverse agonist counter-screen; HEK293 cAMP-luciferase reporter cells, luminescence, 24 h; Potency, µM (doses to about 38.3 µM), inactives show at the top dose activity change, negative = inhibition, actives largely listed as inhibitors; actives 0.13% (n = 410,000);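 also: loss of luciferase light is scored as toxicity; % is scaled to controls: 0 for no effect and ±100 for the full control effect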
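A 23 nL compound transfer followed 12 hours of cell culture at 37 deg C; exposure then lasted 24 hr. Luciferase assay detection reagent was dispensed and plates read for luminescence after a 12 min room-temperature wait.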
Active calls of the source: *; u = inconclusive; x = not tested or not shown; & = joins results of further samples; [ ] = remark or other dose. Calls follow the shape of the dose curve; as a rule, active = well fitted curve in the direction sought with a large enough effect; inconclusive = small, poorly fitted or top-dose-only effect, or another doubt; inactive = no such curve, though single readings can be large; an effect the other way counts as inactive or inconclusive. Potency is read from the fitted curve at half-maximal effect.

Values run as follows: HEK293 tox	GLP1R inv ag	HT1080 IDH1KD tx	TDP-43 yeast inh	SW480 rerep	KB-3-1 tox	HT1080-NT tox	GLP1R ag	KB-V1 cytotox
- CCC/C(=C1/c2ccccc2C(=O)N1c1ccccc1)c1ccc(O[C@@H]2CCCCO2)cc1
 : 1.7%	12.6µM*	2.0%	25.2%	-1.0%	u	13.4%	-6.2%	2.2%
- CC(OC(=O)c1cc(Br)ccc1O)C(=O)NC1(C#N)CCCCC1 (stereo not drawn)
 : -12.6%	4.1%	2.0%	-6.2%	-1.7%	-3.7%	-8.5%	-7.2%	u
- O=C(Nc1ccnn1C1CCN(Cc2ccccc2OC(F)F)CC1)c1cccc(F)c1
 : -4.1%	u	-18.0%	2.5%	-9.5%	-26.0%	-15.0%	14.2%	u
- CCN1C(=O)CSc2ccc(C(=O)NC3CCCCC3)cc21
 : -11.3%	3.9%	-21.2%	-22.4%	-1.4%	5.7%	3.0%	-5.3%	-11.2%
- O=C(CNS(=O)(=O)c1ccccc1)NCC(=O)OCc1ccc(Cl)cc1
 : u	11.4%	7.6%	9.4%	-4.9%	17.7%	1.1%	4.4%	0.0%
- O=C(Nc1ccc2ccccc2c1)c1ccc(NS(=O)(=O)c2ccc(Br)s2)cc1
 : u	u	-0.5%	23.7%	6.6%	-1.9%	-11.6%	-12.2%	u
- Cc1cccc(-n2nnnc2SCC(=O)NC2CCCC2)c1
 : -1.1%	u	0.3%	-15.6%	-7.8%	-1.4%	-7.7%	6.2%	-4.2%
- COC(=O)C(NS(=O)(=O)c1ccccc1Br)C(C)C (stereo not drawn)
 : 6.3%	22.0%	0.7%	-0.7%	-6.6%	2.3%	-2.1%	1.4%	15.5%
- COc1cccc2cc(C(=O)CS(=O)(=O)c3ccc(Cl)cc3)c(=O)oc12
 : 4.4%	u	4.5%	5.5%	-8.1%	1.4%	-1.2%	3.5%	5.2%
- CCn1cc(CN2CCC(C(=O)Nc3cccc(-c4cccc(OC)c4)c3)CC2)cn1
 : 4.6%	-14.3%	1.7%	2.5%	0.2%	12.3%	-3.7%	-10.4%	-21.1%
- Cc1cc(NC(=O)COC(=O)CNC(=O)c2cccs2)c([N+](=O)[O-])cc1C
 : 13.3%	10.8%	-6.0%	19.7%	-16.8%	5.1%	-2.6%	-0.2%	-1.1%
- Cc1ccc(C2OC3=C(C(=O)CC(C)(C)C3)C(N)=C2C#N)o1 (stereo not drawn)
 : 0.2%[0.307 µM]	0.8%[0.307 µM]	-5.3%	4.4%	0.1%	-4.1%	2.7%	-14.0%	-2.0%
- O=C(OCC#CCSc1nnc(-c2ccccc2)o1)c1cc2ccccc2o1
 : -13.1%	0.6%	9.6%	-8.9%	4.2%	4.3%	8.2%	1.8%	5.6%
- COc1ccc(C)cc1S(=O)(=O)N1CCN(c2cccc(C(F)(F)F)c2)CC1
 : -7.7%	u	-3.4%	13.9%	8.1%	-7.1%	-23.7%	-1.7%	0.0%
- CCC(C)c1ccccc1N=Cc1ccc2c(c1)OCO2 (stereo not drawn)
 : -2.6%	9.4%	-3.2%	-5.2%	-6.0%	12.7%	0.4%	1.6%	6.3%
- CCOC(=O)C1=NN(c2ccccc2)C(c2ccccc2)CC1=O (stereo not drawn)
 : u	u	-2.6%	0.2%	-0.4%	u	-1.9%	8.5%	u
- COc1ccc(-c2cc(C(=O)Nc3c(C)n(C)n(-c4ccccc4)c3=O)c3ccccc3n2)cc1
 : 30.3%[activator]	u	-4.0%	-14.0%	u	-11.6%	-0.7%	8.4%	u
- COc1cccc(CC(=O)OCC(=O)NCC(=O)Nc2cccc(C)c2C)c1
 : 5.1%	0.2%	0.9%	-23.2%	u	-6.3%	-6.7%	0.6%	u
- N#Cc1nc(-c2ccc(F)cc2)oc1N1CCCC1
 : 29.0%	45.1%[activator]	9.2%	8.3%	29.9%	7.0%	12.3%	13.5%	8.7%
- CCSc1nn(CC(=O)Nc2ccc(C(=O)OC)cc2)c(N)c1S(=O)(=O)c1ccc(C)cc1
 : -23.4%	u	x	3.2%	x	-9.2%	x	x	-26.7%
- CCOc1ccc(NS(=O)(=O)c2ccc(OCC(=O)N3CCCC3)cc2)cc1
 : 0.5%	0.4%	16.0%	-16.8%	0.5%	2.7%	1.3%	1.9%	6.8%
- CCOc1ccc(N(C(C)=O)C2C=CS(=O)(=O)C2)cc1 (stereo not drawn)
 : -35.8%	14.2%	4.9%	18.5%	-0.2%	-3.0%	2.4%	0.0%	-4.0%
- O=C(NC1=NCCS1)c1ccccc1OCc1ccc(F)cc1
 : 3.3%	-10.1%	-0.2%	9.5%	0.8%	-8.9%	-5.3%	8.0%	u
- CS(=O)(=O)Nc1nc2n(n1)C(c1ccccc1)CC(c1ccccc1)N2 (stereo not drawn)
 : -4.7%	3.2%	10.7%	-1.8%	-6.5%	4.5%	23.8%	12.4%	-13.5%
- CCN(Cc1ccccc1)C(=O)c1cc2c(=O)[nH]c3ccc(C)cc3c2s1
 : 7.8%	36.7%[activator]	x	14.1%	x	-2.6%	x	x	16.1%
- CCOc1cccc2cc(C(=O)NCc3ccccc3Cl)c(=O)oc12
 : 1.5%	-1.7%	7.9%	13.6%	-21.6%	1.6%	0.6%	5.9%	0.0%
- CC(C)CC(NC(N)=O)C(=O)NCCc1ccc(Cl)cc1 (stereo not drawn)
 : 15.2%	5.2%	4.7%	14.8%	1.4%	9.8%	2.4%	-0.2%	5.8%
- Cc1ccc(NC(=O)C2CCCN(S(=O)(=O)c3cnc[nH]3)C2)c(Br)c1 (stereo not drawn)
 : 1.4%	-1.9%	-0.3%	16.1%	-4.1%	-6.7%	-7.1%	9.3%	u
- Cc1ccc(SCCC(=O)N/N=C/c2ccncc2)cc1
 : 13.7%	16.9%	u	21.6%	-9.9%	9.3%	-28.7%	14.4%	u
- CCOC(=O)c1[nH]c(C)c(C(=O)Nc2ccc3c(c2)CCC3)c1C
 : -6.8%	-20.6%	-7.6%	6.2%	17.7%	-6.3%	-6.1%	12.5%	-10.4%

Next section, starting with the last 2 of the part before.
Values run as follows: HEK293 tox	GLP1R inv ag	HT1080 IDH1KD tx	TDP-43 yeast inh	SW480 rerep	KB-3-1 tox	HT1080-NT tox	GLP1R ag	KB-V1 cytotox
- Cc1ccc(SCCC(=O)N/N=C/c2ccncc2)cc1
 : 13.7%	16.9%	u	21.6%	-9.9%	9.3%	-28.7%	14.4%	u
- CCOC(=O)c1[nH]c(C)c(C(=O)Nc2ccc3c(c2)CCC3)c1C
 : -6.8%	-20.6%	-7.6%	6.2%	17.7%	-6.3%	-6.1%	12.5%	-10.4%
- C=CCn1c(SCc2ccc(Cl)c(Cl)c2)nnc1C(CO)NC(=O)c1ccc(OC)cc1 (stereo not drawn)
 : -7.0%	u	-14.8%	11.2%	-2.1%	2.3%	-11.6%	-3.0%	u
- CCN(Cc1ccccc1)C(c1cc2cc(C)cc(C)c2[nH]c1=O)c1nnnn1CCOC (stereo not drawn)
 : 15.8%	4.6%	-11.7%	0.1%	5.4%	-1.5%	-7.6%	2.0%	0.0%
- O=C(Nc1cccc(O)c1)c1cc2nc(-c3ccc(Br)cc3)cc(C(F)(F)F)n2n1
 : 23.0%	4.5%	x	10.1%	x	8.2%	x	x	-0.8%
- CN(C)c1nc(N(C)C)nc(N2CC(=O)N(c3ccccc3)C2=N)n1
 : u	1.3%	8.2%	0.0%	-2.3%	2.0%	10.3%	2.1%	-1.4%
- C=C(C)COc1ccc(-c2ncncc2-c2ccccc2)c(O)c1
 : -5.6%	-14.6%	-14.1%	-7.8%	u	7.0%	3.7%	-3.1%	15.6%
- COC(=O)c1c(C)[nH]c(C(=O)OCc2csc(CC(=O)Nc3ccccc3C)n2)c1C
 : 15.4%	13.9%	7.2%	16.8%	-2.9%	0.0%	3.7%	9.8%	-17.0%
- CCCCNC(=O)Nc1cc(C(=O)OC)ccc1Cl
 : -20.3%	3.4%	25.1%	6.7%	0.6%[9.22 µM]	-0.8%	22.7%	5.4%	-3.5%
- Cc1cc2c(c3oc(=O)c4ccccc4c13)CN(Cc1ccc(F)cc1)CO2
 : 5.0%	-1.2%	x	10.0%	x	14.2%	x	x	-13.8%
- COCCN(CC(=O)Nc1cccc(C)c1C)C(=O)c1cc2ccccc2cc1OC
 : 15.2%	7.6%	-2.0%	-7.8%	1.0%	1.6%	-2.1%	0.3%	1.5%
- O=C(COc1ccccc1)Nc1nnc(S(=O)(=O)N2CCCCCC2)s1
 : 12.4%&-0.2%	4.5%&4.6%	-4.7%	10.4%&11.6%	0.1%	-7.4%&26.3%	-5.0%	-4.0%	-3.4%&-8.0%
- CCC(=O)Nc1ccc(S(=O)(=O)Nc2c(NC)c3ccccc3oc2=O)cc1
 : -3.5%	7.6%	-6.5%	-8.8%	2.2%	-8.2%	-2.6%	-1.4%	0.0%
- O=c1[nH]nc2n1CCCCC2
 : -7.7%	0.7%	22.1%	-9.2%	-6.1%	6.5%	3.3%	-3.9%	u
- O=[N+]([O-])c1cc(C(F)(F)F)cc([N+](=O)[O-])c1NCCCN1CCOCC1
 : -4.9%	11.7%	-4.5%	-18.3%	-6.3%	0.3%	-2.2%	8.1%	4.5%
- O=[N+]([O-])c1ccc(O)c(/C=N/Nc2nc3ccccc3[nH]2)c1
 : u	u	u	18.9%	22.8%	u	u	-4.6%	u

Some of these compounds in order of the SW480 rerep value, largest number first.
mol | SW480 rerep
O=[N+]([O-])c1ccc(O)c(/C=N/Nc2nc3ccccc3[nH]2)c1 | 22.8%
COCCN(CC(=O)Nc1cccc(C)c1C)C(=O)c1cc2ccccc2cc1OC | 1.0%
O=C(COc1ccccc1)Nc1nnc(S(=O)(=O)N2CCCCCC2)s1 | 0.1%
COC(=O)c1c(C)[nH]c(C(=O)OCc2csc(CC(=O)Nc3ccccc3C)n2)c1C | -2.9%
O=[N+]([O-])c1cc(C(F)(F)F)cc([N+](=O)[O-])c1NCCCN1CCOCC1 | -6.3%
